# Assay outcomes as filed in PubChem BioAssay.
# Pol eta inh: blocks human DNA polymerase eta activity | Q9Y253 | recombinant Pol eta, fluorescent DNA replication assay | Potency, µM (titrated, usually from 114 µM), for inactives: top-dose activity change, negative = inhibition, actives largely listed as inhibitors | actives 1.2% (n = 390,000) | AID 588591; note: potency is the fitted concentration of half-maximal effect; % is set by controls: 0 for no effect and ±100 for the full control effect
#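 Pol eta (10 nM) was preincubated with compounds for 15 min at room temperature, after which fluorescent replication substrate (50 nM final) was added to start the reaction. Fluorescence was read kinetically at 0 and 10 min.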
# PGK inhibitor: T. brucei PGK inhibition. AID 602233. PGK/GAPDH coupled, Kinase-Glo luminescence, 60 min. P07378. actives 0.043% (n = 380,000). Potency, µM (top dose mostly 57.5 µM), for the others: at the top dose activity change, negative = inhibition, actives largely listed as inhibitors; note: potency is the fitted concentration of half-maximal effect; % is set by controls: 0 for no effect and ±100 for the full control effect; nearly all actives have a fitted effect of over 60% in size
#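 Luminescent ATP detection (Kinase-Glo Plus) follows a 60-minute room-temperature incubation, with wells lacking PGK as controls. Buffer: 100 mM TEA (pH 7.6), 5 mM MgCl2, 0.01% Tween-20. Coupling enzyme GAPDH (100 nM final) supplies unstable 1,3-BPG in-well.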
# HP1b binding inh: inhibitors of HP1-beta chromodomain binding to methylated histone tails. P83916. AlphaScreen HP1-beta / biotin-H3K9me3 peptide binding. Potency, µM (doses to about 114 µM), without a hit: at the highest dose activity change, negative = inhibition, hits mostly inhibitors. actives 0.56% (n = 390,000); note: potency is the fitted concentration of half-maximal effect; nearly all actives have a fitted effect of over 70% in size; inactives centre near 23
# Target sequence (P83916 whole entry, looked up): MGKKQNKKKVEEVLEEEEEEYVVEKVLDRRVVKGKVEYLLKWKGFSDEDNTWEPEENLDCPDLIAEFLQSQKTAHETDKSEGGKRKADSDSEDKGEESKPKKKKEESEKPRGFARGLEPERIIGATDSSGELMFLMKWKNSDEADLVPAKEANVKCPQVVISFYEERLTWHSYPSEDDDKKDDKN
#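 Compound inhibition of the preformed complex between 50 nM HP1-beta and 50 nM biotinylated H3K9me3 peptide was read by AlphaScreen. Buffer was PBS pH 7.4 with 0.01% Tween-20. Incubations ran 30 min at room temperature, with 10 ug/mL donor/acceptor beads.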
# GLS inhibitor: inhibitors of human glutaminase (GLS) | O94925 | GLS enzymatic activity, qHTS titration | Potency, µM (doses to about 45.5 µM), for inactives: top-dose activity change, negative = inhibition, most hits filed as inhibitors | actives 0.21% (n = 410,000) | AID 624170; note: potency is the fitted concentration of half-maximal effect; % is set by controls: 0 for no effect and ±100 for the full control effect
# Target sequence (O94925 whole entry, looked up): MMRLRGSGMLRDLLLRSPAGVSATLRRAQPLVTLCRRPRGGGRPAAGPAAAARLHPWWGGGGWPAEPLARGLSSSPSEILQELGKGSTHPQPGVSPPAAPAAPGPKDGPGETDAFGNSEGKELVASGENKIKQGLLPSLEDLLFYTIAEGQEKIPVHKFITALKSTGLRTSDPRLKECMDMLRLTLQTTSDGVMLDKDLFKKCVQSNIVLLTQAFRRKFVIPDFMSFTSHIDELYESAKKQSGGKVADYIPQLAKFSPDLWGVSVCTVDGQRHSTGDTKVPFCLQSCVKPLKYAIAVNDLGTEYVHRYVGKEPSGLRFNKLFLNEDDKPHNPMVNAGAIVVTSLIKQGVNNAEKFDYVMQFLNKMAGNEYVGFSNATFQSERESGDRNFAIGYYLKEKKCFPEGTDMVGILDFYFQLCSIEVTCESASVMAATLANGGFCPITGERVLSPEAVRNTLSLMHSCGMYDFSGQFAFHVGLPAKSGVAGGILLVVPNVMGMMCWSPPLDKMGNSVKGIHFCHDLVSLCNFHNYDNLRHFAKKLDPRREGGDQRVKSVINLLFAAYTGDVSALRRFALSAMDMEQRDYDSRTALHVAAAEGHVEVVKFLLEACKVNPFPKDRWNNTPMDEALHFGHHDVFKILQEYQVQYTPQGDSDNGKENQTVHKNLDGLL
#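 Enzyme dispensed in phosphate buffer (45 mM, pH 8.2, 0.02% Tween-20), compounds pinned in, then 1 mM L-glutamine solution and the glutamate oxidase–HRP–Amplex Red mix added; fluorescence read immediately and again after 30 min at room temperature.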
# BAZ2B inh: BAZ2B (human) inhibition | Q9UIF8 | Potency, µM (titrated, usually from 114 µM), without a hit: at the highest dose activity change, negative = inhibition, actives largely listed as inhibitors | actives 4.4% (n = 360,000) | AlphaScreen BAZ2B-H3K14Ac peptide displacement; note: potency is the fitted concentration of half-maximal effect; % is set by controls: 0 for no effect and ±100 for the full control effect; nearly all actives have a fitted effect of over 60% in size
#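 Protein-peptide AlphaScreen: BAZ2B 50 nM, b-H3K14Ac 50 nM, 1x PBS pH 7.4 + 0.01% Tween-20. Preincubation 30 min RT; cpd 30 min RT (top 110 uM); beads 20 min RT, light-protected.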
# JMJD2A Tudor: inhibitors of human JMJD2A Tudor domain; O75164; AlphaScreen JMJD2A-Tudor / H3K4me3 peptide binding; Potency, µM (highest dose often 114 µM), inactives show at the highest dose activity change, negative = inhibition, usual class: inhibitors; actives 4.4% (n = 390,000); AID 504339; note: potency is the fitted concentration of half-maximal effect; % is set by controls: 0 for no effect and ±100 for the full control effect; nearly all actives have a fitted effect of over 50% in size
# PI4K2A block: PI4K2A (human) kinase inhibition | purified PI4K2A, ADP-Glo luminescence, 1 h; active compounds read low | actives 0.13% (n = 420,000) | Q9BTU6 | AID 1346378 | activity change, negative = inhibition, % at 76.9 µM; in the data active = activity change below about -50%; inconclusive = mostly about -30% to -49%;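 note: -100% = wells without enzyme as full effect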
#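 Compounds are screened against recombinant PI4K2A using PI as substrate and ATP, the latter dispensed at 300 microM. Reactions run one hour at ambient temperature before ADP-Glo detection; full inhibition defined by wells lacking enzyme.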
# Pin1 inhibitor: human Pin1 inhibition | AID 504891 | Potency, µM (titrated, usually from 115 µM), without a hit: top-dose activity, negative = inhibition, hits mostly inhibitors | actives 0.009% (n = 390,000) | Pin1 FP peptide displacement, HiFluor488, 10 min; active = well fitted inhibition curve with a large enough effect in the polarisation, with a control signal flat, not every such curve was filed as active; inconclusive = small, poorly fitted or top-dose-only effect, or effect the other way, or a change in a side signal; inactive = no such curve, though single readings can be large or run the other way; the % refers to the polarisation; note: potency is the fitted concentration of half-maximal effect; % is set by controls: 0 for no effect and ±100 for the full control effect
# Target sequence (Q13526 whole entry, looked up): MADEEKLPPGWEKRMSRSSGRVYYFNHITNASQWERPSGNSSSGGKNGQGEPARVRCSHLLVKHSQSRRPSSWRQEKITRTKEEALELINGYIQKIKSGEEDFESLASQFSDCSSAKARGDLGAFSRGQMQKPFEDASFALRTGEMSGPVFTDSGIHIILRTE
# G9a block: blocks human histone lysine methyltransferase G9a. G9a H3K9 monomethylation, AlphaScreen, 2 h. Potency, µM (top dose mostly 102 µM), for the others: at the highest dose activity, negative = inhibition, hits mostly inhibitors. actives 8.8% (n = 350,000). AID 504332; note: potency is the fitted concentration of half-maximal effect; % is set by controls: 0 for no effect and ±100 for the full control effect; nearly all actives have a fitted effect of over 75% in size
#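 Methyltransferase reactions run at room temperature for 2 h (20 nM enzyme, 500 nM biotin-H3K9 peptide, 20 uM SAM) after a 15 min compound preincubation; product detected by AlphaScreen beads and anti-H3K9me1 antibody.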
# Numbers without * were called inactive; i = inactive; ? = inconclusive; . = not tested or not shown; & = joins results of further samples; [ ] = another dose, or the depositor's remark. Unless noted, calls come from the whole dose curve; as a rule, active = well fitted curve in the direction sought with a large enough effect; inconclusive = small, poorly fitted or top-dose-only effect, or another doubt; inactive = no such curve, though single readings can be large; an effect the other way counts as inactive or inconclusive. A portion of the library. The share of hits here may be higher or lower than overall.
Pol eta inh,PGK inhibitor,HP1b binding inh,GLS inhibitor,BAZ2B inh,JMJD2A Tudor,PI4K2A block,Pin1 inhibitor,G9a block,smiles
-9%,-5%,38%,0%,?,3%,-3,-6%,.,Cn1c(C(=O)N2CCN(c3ccccc3)CC2)cc2cc(Cl)ccc21
-13%,-11%,39%[activator],-17%,9%,2%,-2,-2%,7%,CC(C)CNC(=O)C1CCN(S(=O)(=O)c2ccc3c(c2)OCCO3)CC1
-13%,-8%,24%,1%,11%,-23%,2,1%,-4%,COc1ccccc1C(=O)NCCC(=O)N1CCCCCCC1
-17%,-8%,.,-1%,.,.,-5,.,.,C[C@H]1CN([C@@H](C)CO)C(=O)CCCn2nncc2CO[C@H]1CN(C)S(=O)(=O)c1ccc2c(c1)OCCCO2
?,-13%,-28%,2%,?,?,-5,-1%,38%[12.7 µM],Cc1cc(C)n2nc(-c3sccc3-n3cccc3)cc2n1
-12%,-11%,35%,1%,-12%,-6%,-12,1%,2%,COc1ccc(-c2cc(=O)c3cc(OC)ccc3o2)cc1
-1%,0%,70%[activator],-10%,2%,-11%,0,-4%,6%,Cc1ccc(-c2noc(CNC(=O)c3ccc4c(c3)OCO4)n2)cc1
-11%,-10%,-2%,3%,-6%,-12%,-1,-9%,3%,O=C(COc1ccccc1[N+](=O)[O-])N1CCN(c2ccccn2)CC1
-13%,6%,24%,-4%,7%,6%,5,1%,11%,CCOC(=O)CSc1nc2ccccc2n1CC(=O)N(C(C)C)C(C)C
-16%,i,18%,6%,10%,-8%,-1,-7%,40µM*,CC1(C)NC(=O)N(CC(=O)OCC(=O)NC(=O)c2ccccc2)C1=O
-3%,-6%,12%,7%,-24%,-30%,-4,?,?,O=C(CSc1oc(-c2ccco2)nc1S(=O)(=O)c1ccc(Br)cc1)c1ccc(Cl)cc1
-5%,i,4%,0%,7%,-12%,1,-3%,-11%,O=C(NCc1ccc(F)cc1)C1CCCN(C(=O)NCc2ccccc2)C1 (stereo not drawn)
-5%,0%,37%,1%,-8%,-4%,1,-1%,13%,O=C(Cc1ncc(C(F)(F)F)cc1Cl)NCc1cccnc1
-3%,4%,22%,22%,.,-11%,19,-4%,-2%[59 µM],CCn1c(SCC(=O)Nc2ccc(NC(=O)c3cccs3)cc2)nnc1-c1cccnc1
-14%,-1%,31%&62%,19%&0%,-3%&1%,-12%&7%,10&-4,5%&1%,1%&-5%[59 µM],CCOC(=O)c1nc(Nc2ccccc2C)c2ccccc2n1

# One compound at a time, from the list above. Values in the order: Pol eta inh, PGK inhibitor, HP1b binding inh, GLS inhibitor, BAZ2B inh, JMJD2A Tudor, PI4K2A block, Pin1 inhibitor, G9a block
# Record of CC(C)CNC(=O)C1CCN(S(=O)(=O)c2ccc3c(c2)OCCO3)CC1 → -13%, -11%, 39%[activator], -17%, 9%, 2%, -2, -2%, 7%
# Record of O=C(CSc1oc(-c2ccco2)nc1S(=O)(=O)c1ccc(Br)cc1)c1ccc(Cl)cc1 → -3%, -6%, 12%, 7%, -24%, -30%, -4, ?, ?
# Record of Cn1c(C(=O)N2CCN(c3ccccc3)CC2)cc2cc(Cl)ccc21 → -9%, -5%, 38%, 0%, ?, 3%, -3, -6%, .
# Record of O=C(NCc1ccc(F)cc1)C1CCCN(C(=O)NCc2ccccc2)C1 (stereo not drawn) → -5%, i, 4%, 0%, 7%, -12%, 1, -3%, -11%

# Further compounds follow:
Pol eta inh,PGK inhibitor,HP1b binding inh,GLS inhibitor,BAZ2B inh,JMJD2A Tudor,PI4K2A block,Pin1 inhibitor,G9a block,smiles
-11%,-9%,70%[activator],-1%,-8%,?,2,-8%,6%[12.7 µM],COc1ccc(C2(CNC(=O)Cc3ccc(OC)c(OC)c3)CCOCC2)cc1
-2%,-14%,33%[activator],1%,-10%,9%,4,-4%,22%,CCOc1ccc(C(=O)NC2CCN(C(=S)Nc3ccccc3C)CC2)cc1
-21%,-3%,-23%,?,?,-5%[11.4 µM],-11,1%,.,Cc1sc(N)c(C(=O)c2ccccc2)c1C
-16%,-7%,25%,2%,?,-31%,-7,?,?,COc1cccc(-n2cc(C(=O)Nc3cccc(C(F)(F)F)c3)c3ccccc3c2=O)c1
-19%,-4%,198%[activator],-2%,289%[activator],170%[activator],-3,3%,.,Cc1ccc(/C(N)=N/OC(=O)CCCc2ccccc2)cc1
-15%,i,44%,0%,-27%,-21%,-3,0%,-15%,CCOc1ccccc1-c1cc(C(=O)N/N=C(\C)c2cccnc2)c2ccccc2n1
-10%,6%,18%,29%,-18%,-18%,1,2%,-2%[0.501 µM],Cc1[nH]c2ccccc2c1/C=N\NC(=O)c1ccco1
-20%,-6%,34%,3%,-3%,3%,2,-1%,2%[59 µM],COc1ccc(OCC(=O)N/N=C/c2ccc(OC)c(OC)c2C(=O)O)cc1
-15%,-6%,23%,-4%,-2%,-12%,-7,-6%,-3%,O=C(COC(=O)c1cccs1)Nc1cccc(S(=O)(=O)N2CCOCC2)c1
-9%,-5%,8%,-2%,6%,-12%,0,1%,14%[59 µM],CCOc1ccc(C)cc1S(=O)(=O)Nc1ccc(Cl)cn1
-7%,-1%,34%,3%,.,-13%,2,-7%,?,O=C(Nc1ccc(OC(F)(F)F)cc1)C(Cc1ccccc1)NS(=O)(=O)c1cccc2nsnc12 (stereo not drawn)
7%,-4%,17%,-1%,13%,-2%,1,2%,-10%,Cc1ccc(-n2nc(C)c3c(C)c(CCC(=O)NCCCOC(C)C)c(C)nc32)cc1
5%,0%,22%,-1%,.,-23%,0,-7%,8%[59 µM],COc1ccc(Br)cc1CNC(=O)CSc1cc(=O)n(C)c2ccccc12
2%,-2%,39%[activator],-27%,12%,-6%,4,-5%,6%[59 µM],CCOCCCNC(=O)c1ccc2c(c1)OCO2
-7%,-3%,55%[activator],3%,6%,-11%,-8,5%,-13%,O=C(CSc1nc2ccccc2[nH]1)Nc1ccc(F)cc1
3%,-8%,23%,5%,-24%,-4%,-1,3%,-31%,CCn1cc(CNC(=O)CCc2nnc(CCC3CCCCC3)o2)cn1
-12%,-1%,-3%,12%,-13%,-19%,10,-1%,1%[12.7 µM],CCSC(C)CC1C/C(=N/O)c2c(CC)noc2C1 (stereo not drawn)
-7%,i,35%,23%,-5%,-1%,9,-5%,-35%[12.7 µM],COc1cccc(C(=O)N2CCSC2=S)c1
-6%,-2%,30%,-3%,5%,-8%,0,4%,3%[59 µM],CCn1c(CSc2nc(C)cc(C)n2)nnc1SCC(=O)Nc1ccccc1
-1%,5%,50%[activator],-14%,-21%,-10%,3,0%,7%[59 µM],CCOC(=O)CC(NC(=O)CCc1c(C)nc2nc(C)nn2c1C)c1ccc(OC(C)C)cc1 (stereo not drawn)
-14%,-6%,8%,14%,-11%,-3%,4,0%,-4%[59 µM],O=C(Cc1ccccc1)Nc1nnc(-c2cccc([N+](=O)[O-])c2)s1
4%,-8%,6%,-7%,9%,-18%,1,-3%,-2%[59 µM],O=C(CSc1nnc(-c2cccnc2)n1Cc1ccccc1)N1CCOCC1
1%,1%,46%[activator],-5%,-19%,11%,-1,1%,?,CCOC(=O)C1=C(CN2CCN(C(=O)c3ccco3)CC2)NC(=O)NC1c1ccc(C)cc1 (stereo not drawn)
-15%,.,22%,3%,-13%,-12%,0,2%,-5%,COc1ccc(C)cc1NC(=O)NC(C)c1ccncc1 (stereo not drawn)
-15%,-7%,8%,-2%,-20%,-29%,5,-2%,11%,Nc1ccc(S(=O)(=O)N2CCC(Cc3ccccc3)CC2)cc1
?,-14%,?,5%,?,?,-5,29%,50µM*,O=C(c1ccc(Br)o1)N1N=C(c2ccc(Cl)cc2)CC1c1ccco1 (stereo not drawn)
-3%,2%,9%,2%,-19%,-34%,-9,0%,0%[59 µM],CC(C)(C)C(=O)CSc1nc2ccsc2c(=O)n1Cc1ccccc1Cl
-6%,0%,28%,2%,-17%,-2%,2,-3%,?,O=C(O)c1cc(S(=O)(=O)N2CC3CC3C2C(=O)O)c(Cl)cc1Cl (stereo not drawn)
2%,1%,18%,34%[activator],0%,-11%,-2,-3%,4%[59 µM],O=S1(=O)CC(O)C(Nc2ccccc2)C1 (stereo not drawn)
-5%,i,42%[activator],-10%,11%,2%,3,-6%,52%,CC#CC(=O)N1CCC(CCC(=O)N(C)Cc2ccccc2)CC1
?,-4%,7%,9%,3%,-17%,2,11%,?,O=C(Cn1c(=O)oc2ccccc21)Nc1nc(-c2ccc(Br)cc2)cs1
-4%,8%,44%[activator],5%,-6%,-4%,3,?,-10%[59 µM],FC(F)(F)c1ccc(NC2=NCCC2)cc1
-5%,-2%,-1%,0%,-21%,-6%,-2,-1%,-8%,O=C(CSc1nncc2ccccc12)Nc1cccc(O)c1
45µM*,-18%,-17%,-17%,.,?,-16,?,.,COc1ccc(C(C)=NNc2ccc([N+](=O)[O-])cc2S(=O)(=O)Nc2ccccc2C(=O)O)c(OC)c1
-15%,-5%,33%,-11%,-13%,-6%,5,4%,20%,O=C(COc1ccccc1C(=O)NCc1ccccn1)Nc1ccc(Br)cc1
-1%,-6%,6%,-22%,.,6%[11.4 µM],-22,0%,.,CCOC(=O)c1c(NC(C)=O)sc2c1C1CCN2CC1
-13%,2%,33%,0%,-4%,-18%,1,-5%,2%,CCn1c(CNc2ccccc2Cl)nnc1SCC(=O)NCc1ccccc1
-2%,-4%,17%,3%,3%,4%,-3,-2%,.,O=C1CCN(Cc2nc(-c3ccc(Cl)cc3)no2)CCN1
-3%,2%,20%,5%,0%,-22%,-3,?,-12%[2.33 µM],CCOC(=O)[C@H]1[C@H]2COc3ccccc3[C@@H]2N2C(=O)c3cc(OC)ccc3NC(=O)[C@@]12C
